Source: PubChem (several laboratories)
DUSP3 inh: inhibitors of human VHR1 phosphatase (DUSP3). recombinant VHR phosphatase, pNPP absorbance. inhibition, % at 13.3 µM. hit rate 0.52% among 290,000; in the data active means inhibition above about 50%; further: some compounds called inactive have numbers as strong as hits
Target sequence (P51452 whole entry, looked up): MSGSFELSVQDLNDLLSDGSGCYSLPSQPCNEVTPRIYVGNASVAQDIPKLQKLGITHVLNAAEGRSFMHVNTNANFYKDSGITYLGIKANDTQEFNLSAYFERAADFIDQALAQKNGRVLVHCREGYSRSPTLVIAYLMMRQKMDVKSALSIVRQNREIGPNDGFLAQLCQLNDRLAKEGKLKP
SSB-PriA inh: inhibitors of Klebsiella pneumoniae PriA binding to SSB C-terminal tail | inhibition, % at 33 µM | hit rate 0.6% among 430,000 | AlphaScreen SSBct-PriA binding, biotinylated peptide; in the data active means inhibition mostly above about 37%, no sharp cut-off; inactive means mostly below about 20%;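 further: plate controls were negative control peptide for no effect and reference peptide for full effect; strong numbers were not always called active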
CCHF vOTU inh: blocks the CCHF virus ovarian tumor domain protease. CCHFV vOTU protease, Pep-AMC fluorescence. inhibition, % at 11.5 µM. hit rate 0.55% among 370,000. AID 651958; in the data active means inhibition above about 30%; further: 0% = vehicle wells with enzyme and 100% = no enzyme wells
BoNT-A LC inh2: inhibitors of Botulinum neurotoxin A light chain protease; inhibition, % at 10 µM; multiplex microsphere protease substrate cleavage, flow cytometry; hit rate 0.17% among 360,000; AID 588499; further: plate controls were buffer without enzyme for full effect and enzyme alone for no effect
PrPC TRFRET: inhibitors of human cell surface prion protein PrPC; inhibition, % at 13.8 µM; hit rate 0.43% among 370,000; TR-FRET read-out; in the data active means inhibition above about 24%; further: 0% = median of the test wells and 100% = reference compound wells
SARS 3CLpro inh: SARS-CoV 3CLpro protease inhibition; recombinant SARS-CoV 3CLpro, quenched FRET peptide cleavage; inhibition, % at 6 µM; P0C6X7; hit rate 0.14% among 290,000; in the data active means inhibition above about 12%
BoNT F protease: inhibitors of Botulinum neurotoxin F light chain protease; Multiplex microsphere protease cleavage assay, flow cytometry; inhibition, % at 10 µM; hit rate 0.22% among 360,000; AID 588497; in the data active means inhibition above about 35%, passing the limit was not always enough; inconclusive means no clear call, values can overlap the other calls; further: plate controls were buffer without enzyme for full effect and enzyme alone for no effect
MazEF act: MazEF (E. coli) toxin RNase activation; FAM/BHQ RNA-DNA oligo cleavage fluorescence, 5 h; activation, % at 20 µM; hit rate 0.32% among 350,000; AID 504720; in the data active means activation above about 50%
Target sequence (P0AE70 whole entry, looked up): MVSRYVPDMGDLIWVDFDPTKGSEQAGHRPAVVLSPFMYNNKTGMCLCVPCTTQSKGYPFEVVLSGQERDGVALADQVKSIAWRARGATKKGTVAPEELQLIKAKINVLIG
Rv3671c protease: inhibitors of M. tuberculosis serine protease Rv3671c; P9WHR9; inhibition, % at 5.96 µM; hit rate 0.048% among 320,000; in the data active means inhibition above about 38%;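 further: extracellular domain of Rv3671c used as enzyme; 0% = enzyme with DMSO and 100% = no enzyme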
Target sequence (P9WHR9 whole entry, looked up, the tested form may be a part): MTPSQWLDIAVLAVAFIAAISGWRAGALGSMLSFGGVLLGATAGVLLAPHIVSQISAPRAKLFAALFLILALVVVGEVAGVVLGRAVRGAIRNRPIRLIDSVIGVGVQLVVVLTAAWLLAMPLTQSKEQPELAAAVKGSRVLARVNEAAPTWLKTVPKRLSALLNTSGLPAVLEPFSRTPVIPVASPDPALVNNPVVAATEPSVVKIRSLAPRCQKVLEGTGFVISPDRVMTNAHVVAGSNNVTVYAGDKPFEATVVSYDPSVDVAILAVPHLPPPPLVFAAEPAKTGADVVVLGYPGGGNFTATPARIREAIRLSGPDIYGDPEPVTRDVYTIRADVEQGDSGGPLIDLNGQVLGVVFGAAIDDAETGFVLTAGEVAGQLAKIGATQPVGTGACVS
Anthrax LF inh2: anthrax lethal factor protease inhibition. P15917. inhibition, % at 10 µM. hit rate 0.12% among 360,000. multiplex microsphere protease cleavage assay, LF; further: plate controls were buffer without enzyme for full effect and enzyme alone for no effect
* hit, by the source's call; ? = inconclusive; . = no result given. Unless noted, no stated cut-off is given here; in the data, active means inhibition above about 30%; inconclusive means no clear call, values can overlap the other calls; inactive means below that. Only part of the results is shown. The share of hits here may be higher or lower than overall.

SMILES | DUSP3 inh | SSB-PriA inh | CCHF vOTU inh | BoNT-A LC inh2 | PrPC TRFRET | SARS 3CLpro inh | BoNT F protease | MazEF act | Rv3671c protease | Anthrax LF inh2
O=C1C2CC=C(Cl)CC2C(=O)N1c1ncn[nH]1 (centres undefined) | 13 | -19 | 4 | -0.6 | -1 | 0 | -16 | 0 | 4 | -2
[2H]C([2H])(CCOS(N)(=O)=O)c1ccccc1 | 20 | 0 | 4 | -0.2 | -3 | -2 | 4 | -3 | -8 | -4
CCOC(=O)C1(P(=O)(c2ccc(Cl)cc2)c2ccc(Cl)cc2)CCC1 | 27 | -8 | -10 | -1.2 | 4 | 0 | -4 | -12 | 1 | -1
Cc1ccc(CC(=O)NCC(c2ccco2)N(C)C)cc1C (centres undefined) | 28 | -25 | -10 | 1.7 | -4 | -1 | -3 | 3 | -5 | 0
CC(=O)O[C@H]1CC[C@@]2(C)[C@@H](CC[C@H]3[C@@H]4CC[C@H](C(C)O)[C@@]4(C)CC(=O)[C@@H]32)C1 (some centres undefined) | . | -18 | 12 | -0.4 | -10 | . | -7 | 3 | 6 | -2
COc1cccc(NC(=O)CN(C)C(=O)CSCC(=O)Nc2ccc(C)cc2)c1 | . | -2 | -9 | -0.3 | -3 | . | -5 | -8 | -20 | -4
O=C(c1cccc([N+](=O)[O-])c1)N1CCOCC1 | -2 | -4 | -2 | 0.4 | -7 | -2 | 0 | -1 | -1 | 0
CN1C(=O)CC(N2CCN(Cc3ccc(Cl)cc3)CC2)C1=O (centres undefined) | -2 | -2 | 8 | 0.5 | 3 | -3 | ? | 7 | 3 | -1
O=Cc1ccc(OCc2nnsc2Cl)cc1 | 2 | -20 | -7 | -1.2 | 3 | -3 | -3 | 0 | -4 | 4
O=C(/C=C/c1ccccc1Cl)Nc1ccc2c(c1)C(=O)NC2=O | 1 | -5 | 2 | 0.4 | -9 | -2 | 4 | -11 | -86 | 8
COc1ccc(OC)c2c1sc(=NC(=O)C1CC1)n2C | 17 | 0 | 18 | -0.3 | -1 | -2 | -6 | 9 | 1 | 0
COc1ccc(C=C2C(=O)NC(=S)NC2=O)cc1 | . | -11 | -7 | 0.0 | 6 | . | -5 | -6 | . | -8
CCOC(=O)c1cccc2c(=O)c(C(=O)c3ccc(Cl)cc3)c(C(=O)OC)[nH]c12 | -10 | -12 | -2 | 0.2 | 6 | -1 | -2 | 8 | -4 | -2
O=C(O)c1oc2ccccc2c1CSc1ccc(Cl)cc1 | 15 | -17 | 11 | 2.3 | -2 | 8 | 10 | -6 | 2 | -10
Cc1ccc(CS(=O)(=O)CCC(=O)NCc2ccc(F)cc2)cc1 | 58* | -7 | -6 | 2.2 | 3 | -1 | 9 | 9 | 4 | 1
CCC(/C=C1\Sc2ccc(OC)cc2N1CC)=C\c1sc2ccc(OC)cc2[n+]1CCCS(=O)(=O)[O-] | 7 | . | -9 | 100* | 5 | 3 | 16 | 3 | -419 | 48*
CCOC(=O)C(NCc1ccccc1OC)(NC(=O)CC)C(F)(F)F (centres undefined) | 16 | 3 | 2 | 1.1 | 3 | 2 | 1 | -3 | -6 | -2
COc1ccc(OCCC(=O)OCC(=O)NCCC2=CCCCC2)cc1 | 2 | -12 | 20 | -0.2 | -2 | 0 | -2 | -3 | 5 | 0
C[C@H](NC(=O)C1CC(=O)N(c2ccc3c(c2)OCCO3)C1)C(=O)NC1CCCC1 (some centres undefined) | -25 | 0 | 23 | -2.8 | -5 | -1 | -1 | -1 | -6 | -1
Cc1cccc(C)c1NC(=O)C(c1ccccc1)N1CCC2(CC1)OCCO2 (centres undefined) | . | -6 | 13 | -1.4 | 3 | -4 | -13 | -11 | 2 | -1
COc1cc(Cl)c(C)cc1NC(=O)c1ccc2c(c1)OCO2 | 17 | -5 | -3 | 1.1 | 6 | -3 | ? | 8 | -13 | -5
NC1=NC2(CCCCCC2)n2c(nc3ccccc32)N1 | 11 | -7 | -3 | -0.5 | -6 | 6 | -3 | 6 | 0 | 10
CCn1c(/N=C/c2ccc(OC)cc2O)nc2ccccc21 | 9 | . | -6 | . | 9 | -2 | . | 2 | -3 | .
CCOc1ccc(C(=O)NC2CC3CCCC(C2)N3Cc2ccccc2)cc1 (centres undefined) | 2 | -12 | -7 | 2.0 | -9 | -1 | ? | 5 | 0 | -6
COc1ccc(CCNc2ncnc3c2nnn3Cc2ccccc2)cc1 | -4 | 9 | -3 | 0.4 | 11 | 0 | ? | -4 | -4 | -13

Laid out differently: entries from further up
canonical_smiles	DUSP3 inh	SSB-PriA inh	CCHF vOTU inh	BoNT-A LC inh2	PrPC TRFRET	SARS 3CLpro inh	BoNT F protease	MazEF act	Rv3671c protease	Anthrax LF inh2
COc1ccc(OCCC(=O)OCC(=O)NCCC2=CCCCC2)cc1	2	-12	20	-0.2	-2	0	-2	-3	5	0
C[C@H](NC(=O)C1CC(=O)N(c2ccc3c(c2)OCCO3)C1)C(=O)NC1CCCC1 (some centres undefined)	-25	0	23	-2.8	-5	-1	-1	-1	-6	-1
Cc1cccc(C)c1NC(=O)C(c1ccccc1)N1CCC2(CC1)OCCO2 (centres undefined)	.	-6	13	-1.4	3	-4	-13	-11	2	-1
COc1cc(Cl)c(C)cc1NC(=O)c1ccc2c(c1)OCO2	17	-5	-3	1.1	6	-3	?	8	-13	-5
NC1=NC2(CCCCCC2)n2c(nc3ccccc32)N1	11	-7	-3	-0.5	-6	6	-3	6	0	10

Next section.
SMILES | DUSP3 inh | SSB-PriA inh | CCHF vOTU inh | BoNT-A LC inh2 | PrPC TRFRET | SARS 3CLpro inh | BoNT F protease | MazEF act | Rv3671c protease | Anthrax LF inh2
CCOCCc1nn2c(=O)cc(CSCC(=O)Nc3ccccc3)nc2s1 | -4 | -7 | 10 | -22 | -2 | -6 | -35 | 3 | -10 | -5
Cn1nc(C(C)(C)C)cc1C(=O)N1CCCCC1c1cc(C(=O)NCc2ccc(F)cc2)no1 (centres undefined) | . | . | 22 | -0.1 | 7 | . | 4 | . | . | -6
C[C@H](CO)N1C[C@H](C)[C@@H](CN(C)S(=O)(=O)c2ccccc2)Oc2c(NS(=O)(=O)c3ccc(F)cc3)cccc2C1=O | . | 1 | -5 | -0.2 | 2 | . | -1 | -3 | 4 | -1
O=C(NC(=S)N1CCN(C/C=C/c2ccccc2)CC1)c1c(F)cccc1F | 9 | -5 | 9 | -0.5 | -2 | -8 | -5 | -4 | -3 | 0
COc1ccccc1N1CCN(C(=O)COc2cccc3ccccc23)CC1 | 2 | -2 | 7 | -2.8 | -8 | 3 | -18 | 5 | 8 | -1
Cn1c(=O)c2c(ncn2CC(=O)N2CCN(C(=O)c3ccco3)CC2)n(C)c1=O | -15 | -4 | 4 | 0.4 | -3 | 2 | -6 | 5 | 1 | -2
O=C(Nc1cc(Cl)cc(Cl)c1)N1CCCN(Cc2ccccc2)CC1 | 19 | -7 | 2 | -0.6 | 4 | 0 | -9 | 3 | 3 | 0
CCc1sc(C(=O)N(CCCOC)c2c(N)n(CC(C)C)c(=O)[nH]c2=O)cc1C | . | -16 | -3 | 2.0 | -5 | . | 10 | 2 | . | 0
Fc1ccc(CNCCc2ccc3c(c2)OCO3)cc1 | 9 | -20 | 4 | -2.9 | 3 | 1 | 15 | 4 | 4 | 2
O=C1OC(Nc2ccc(Br)cn2)c2ccccc21 (centres undefined) | 21 | -9 | -2 | -0.6 | 7 | 3 | -4 | 2 | 1 | 3
CC1(C)NC(=O)N(CC(O)CN(c2ccccc2)S(=O)(=O)c2ccccc2)C1=O (centres undefined) | -12 | -2 | -3 | -1.8 | 2 | -7 | -19 | 2 | -1 | -3
COc1ccc(CCNC(=O)COC(=O)c2ccc(Br)o2)cc1 | -8 | -17 | 9 | -0.9 | -2 | -6 | ? | 1 | 0 | 1
CC1CCCCC12NC(=O)N(CC(=O)OCC(=O)NC(=O)c1ccccc1)C2=O (centres undefined) | . | -11 | 9 | 2.0 | 6 | . | 2 | -8 | -1 | -4
COc1ccc(C(=O)NC(C(=O)NCC(=O)Nc2c(C)cccc2C)C(C)C)cc1 (centres undefined) | -5 | -8 | 17 | -0.5 | 10 | 5 | 1 | -5 | 2 | -1
O=c1cc(-c2ccc(O)cc2)oc2ccc(O)cc12 | 9 | -7 | 15 | . | -7 | 3 | . | 1 | 1 | .
Oc1ccccc1Nc1nc(NCc2ccccc2)c2ccccc2n1 | 13 | 50* | 17 | 0.1 | 1 | 1 | -9 | 57* | 2 | -9
CN(C)S(=O)(=O)c1ccc(Cl)c(NC(=O)CN2C(=O)NC3(CCc4ccccc43)C2=O)c1 (centres undefined) | . | -8 | -2 | -0.6 | 0 | . | -6 | 2 | -13 | -1
O=C1CN(C(=O)COC(=O)COc2ccccc2)c2ccccc2N1 | . | -16 | 8 | 1.1 | -2 | . | 6 | 4 | -1 | -4
CC(C)Oc1ccc(S(=O)(=O)N2CCOCC2)cc1NC(=O)CC1OC(=O)c2ccccc21 (centres undefined) | . | -8 | -10 | -5.1 | -2 | . | 3 | 4 | -2 | -1
O=C(NC(Cc1ccccc1)C(=O)O)/C(=C/c1ccccc1)NC(=O)c1ccccc1 (centres undefined) | 9 | 9 | 8 | -0.1 | -1 | -2 | 1 | -4 | 7 | 0
Cc1noc(NS(=O)(=O)c2ccc(N/C=C/C(=O)c3ccc4c(c3)OCO4)cc2)c1C | 31 | -10 | 4 | 1.3 | -5 | -1 | 10 | 2 | -3 | 3
COCCCn1c(SC(C)C(=O)Nc2c(C)n(C)n(-c3ccccc3)c2=O)n[nH]c1=O (centres undefined) | . | -11 | 9 | 2.0 | 11 | . | -4 | 0 | . | -3
COc1ccccc1NC(=O)Cc1cccs1 | -4 | 2 | 10 | 0.0 | 6 | -10 | -8 | -2 | -2 | 6
CCCN1CCN(CCCNC(=O)c2ccc3nc(N4CCCCC4)sc3c2)CC1 | 13 | 100* | -1 | -1.4 | 4 | -6 | -4 | 4 | 0 | -6
C[C@H](CO)N1C[C@H](C)[C@@H](CN(C)S(=O)(=O)c2ccccc2)Oc2c(NS(=O)(=O)c3cccs3)cccc2C1=O | . | -5 | -7 | -1.2 | -4 | . | -14 | -3 | -2 | -1
Further results.
SMILES | DUSP3 inh | SSB-PriA inh | CCHF vOTU inh | BoNT-A LC inh2 | PrPC TRFRET | SARS 3CLpro inh | BoNT F protease | MazEF act | Rv3671c protease | Anthrax LF inh2
CCOC(=O)C1=NNC(C(=O)c2ccc(OC)cc2)C1c1ccccc1 (centres undefined) | -2 | -20 | 4 | 0.9 | -1 | 3 | -2 | -1 | 0 | 0
N/C(=N\OC(=O)/C=C/c1ccccc1Cl)c1ccncc1 | 3 | . | -3 | -0.3 | -5 | 1 | -4 | 2 | -4 | 5
CN(CC(=O)Nc1ccc(F)c(F)c1F)C(=O)/C=C/c1ccco1 | . | -4 | 22 | 0.0 | -6 | . | -3 | 2 | 5 | 0
Cc1nc2ccc(NC(=O)c3cc(Cl)ccn3)cc2s1 | 20 | -4 | 12 | 5.6 | 1 | -7 | -11 | 15 | 0 | 6
O=C(O)c1ccc(/C=C2/SC(=S)N(Cc3ccccc3)C2=O)cc1 | 3 | 2 | -8 | -5.0 | -3 | 6 | 8 | -7 | . | 11
CC(Sc1nnc(Cc2cccs2)n1C1CCCCC1)C(=O)NCc1ccco1 (centres undefined) | -14 | 2 | 10 | 0.3 | -2 | -1 | -1 | 8 | -3 | -6
N#C/C(=C\c1cn[nH]c1-c1ccc(Cl)cc1)C(=O)NC1CC1 | -7 | -4 | . | -0.5 | . | 4 | -1 | 1 | -1 | -1
Cc1ccc2cc(CN(CC3CCCO3)C(=O)c3cccs3)c(=O)[nH]c2c1 (centres undefined) | 65 | -5 | 12 | -1.0 | -8 | 2 | -3 | -4 | -11 | 2
CC(C)(C)n1nc2c(c1NC(=O)c1cccs1)CS(=O)C2 (centres undefined) | 36 | -13 | 1 | -0.3 | -7 | 3 | -6 | 12 | 0 | -2
CCN(c1ccc(NC(=O)CSc2nnc3nc(C)cc(C)n23)cc1)C(C)C | 2 | 7 | 4 | 0.7 | -1 | 2 | 0 | 5 | -10 | -2
